Screening data as filed in PubChem BioAssay.
Gli-Sufu antag: Gli-Sufu pathway antagonism; Sufu-KO-LIGHT fibroblasts, Gli luciferase reporter luminescence; 340,000 tested, 0.74% active; inhibition, % at 5 µM; AID 588413;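 active = inhibition above about 55%, limit read from the data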;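 also: 0% = DMSO-treated cells and 100% = wells with medium but no cells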
GRIN3A LBD mod: modulates the human NR3A ligand-binding domain. NR3A LBD differential scanning fluorimetry, Tm shift; 0% = protein alone, 100% = glycine-bound protein. Tm shift relative to glycine control, % at 25 µM. 340,000 tested, 2.5% active. AID 1259313;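 active = melting temperature shift of at least 10% of the positive control shift, at one fixed dose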
CXCR6 block: blocks human CXCR6 beta-arrestin recruitment | O00574 | CHO-K1 PathHunter CXCR6 beta-arrestin, luminescence | inhibition, % at 20 µM | 360,000 tested, 0.36% active; in the data active = inhibition above about 34%, passing the limit was not always enough;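 also: antagonist mode with CXCL16 agonist at 10 nM final; 0% = 10 nM CXCL16 with DMSO and 100% = unstimulated wells without agonist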
Target sequence (O00574 whole entry, looked up): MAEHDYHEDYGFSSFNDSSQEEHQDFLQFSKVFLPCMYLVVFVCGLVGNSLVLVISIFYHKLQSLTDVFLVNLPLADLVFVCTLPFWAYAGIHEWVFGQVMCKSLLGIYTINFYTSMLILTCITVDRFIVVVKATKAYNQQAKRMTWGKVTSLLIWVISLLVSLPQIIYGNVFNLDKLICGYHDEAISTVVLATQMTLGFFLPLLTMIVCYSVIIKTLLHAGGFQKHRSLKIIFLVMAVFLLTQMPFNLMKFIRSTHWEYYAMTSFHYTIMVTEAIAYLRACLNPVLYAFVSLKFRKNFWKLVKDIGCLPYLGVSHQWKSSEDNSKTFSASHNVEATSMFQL
APOBEC3G inh: inhibitors of human APOBEC3G DNA deaminase; recombinant A3G, ssDNA deamination FAM/TAMRA fluorescence; 330,000 tested, 0.28% active; inhibition, % at 20 µM; AID 493012;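 active = inhibition of at least 40% at 20 µM, with no more than 30% in the related APOBEC3A deaminase screen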;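 also: plate controls were DMSO wells with A3G for no effect and wells lacking A3G enzyme for full effect; some compounds called inactive have numbers as strong as hits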
EBI2 antag: antagonists of human EBI2 receptor; P32249; EBI2 beta-arrestin recruitment, luminescence, 7a,25-OHC stimulated; inhibition, % at 5 µM; 360,000 tested, 0.81% active; AID 651636; in the data active = inhibition above about 38%;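 also: enzyme fragment complementation signal reports receptor beta-arrestin coupling in cells; 0% = agonist plus DMSO wells and 100% = wells without agonist; some results beyond the cut were filed as inactive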
Target sequence (P32249 whole entry, looked up, the tested form may be a part): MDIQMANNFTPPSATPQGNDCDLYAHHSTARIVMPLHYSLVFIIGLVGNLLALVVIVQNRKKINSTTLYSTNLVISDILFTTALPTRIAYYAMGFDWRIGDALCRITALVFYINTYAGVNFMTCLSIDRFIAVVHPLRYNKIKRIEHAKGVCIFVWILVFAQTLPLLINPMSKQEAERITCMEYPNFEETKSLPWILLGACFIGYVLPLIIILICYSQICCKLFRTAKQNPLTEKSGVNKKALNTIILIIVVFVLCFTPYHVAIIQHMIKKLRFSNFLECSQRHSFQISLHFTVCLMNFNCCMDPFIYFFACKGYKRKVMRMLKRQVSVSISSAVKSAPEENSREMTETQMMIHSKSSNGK
APOBEC3A inh: blocks human APOBEC3A ssDNA deamination; AID 493011; recombinant A3A, FAM/TAMRA ssDNA deamination fluorescence; inhibition, % at 20 µM; 330,000 tested, 0.41% active;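 active = at least 40% inhibition at 20 µM here, with at most 30% in a related deaminase screen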;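 also: plate controls were A3A with DMSO for no effect and wells lacking A3A enzyme for full effect; some results filed as inactive read as strong as hits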
Target sequence (P31941 whole entry, looked up): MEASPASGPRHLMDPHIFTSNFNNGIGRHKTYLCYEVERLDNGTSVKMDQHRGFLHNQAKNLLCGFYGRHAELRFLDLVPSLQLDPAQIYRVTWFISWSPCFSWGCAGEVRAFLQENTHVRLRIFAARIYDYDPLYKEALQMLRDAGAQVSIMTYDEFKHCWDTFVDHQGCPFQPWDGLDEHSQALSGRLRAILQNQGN
CCR6 antagonist: CCR6 (human) receptor antagonism | P51684 | CHO-K1 CCR6 PathHunter beta-arrestin, luminescence, CCL20-stimulated | inhibition, % at 20 µM | 340,000 tested, 0.49% active;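 active = compounds whose inhibition of the agonist-driven luminescence signal at 20 µM reaches about 50%, limit read from the data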;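 also: cells stimulated with CCL20 at 14 nM final; plate controls were DMSO with CCL20 for no effect and DMSO without agonist for full effect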
MPTP block: inhibitors of mitochondrial permeability transition pore | isolated mouse mitochondria, Ca2+ swelling absorbance, 30 min | inhibition, % at 10 µM | 360,000 tested, 1.4% active;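 active = inhibition of 50% or more, scaled per plate between neutral and stimulator controls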;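 also: 0% = DMSO wells given calcium and 100% = 1 mM EGTA wells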
The depositor's hits bear a star; . = no result given.

entry	mol	Gli-Sufu antag	GRIN3A LBD mod	CXCR6 block	CCR6 antagonist	APOBEC3A inh	APOBEC3G inh	EBI2 antag	MPTP block
1	CC1(C)CC(C(=O)Nc2nccs2)CCO1 (stereo not given)	-1	-6	-4	-9	1	0	7	-1.0
2	COCCNC(=O)CNC(=O)c1nn(-c2ccc(OC)c(Cl)c2)c(=O)c2ccccc12	6	-1	-10	17	-2	-2	4	0.9
3	COCCN(C(=O)CC1CCCC1)c1c(N)n(CC(C)C)c(=O)[nH]c1=O	0	0	5	-5	1	1	3	-0.2
4	Cc1nc(SCC(=O)Nc2ccc(CN3CCCC3)cc2)c2c(C)c(C)sc2n1	36	-1	0	23	1	-5	1	-1.1
5	CN(C(=O)c1cccc(NC(=O)Cc2ccc(NC(=O)C3CCN(C(=O)C4CCC4)CC3)cc2)c1)C1CC1	-2	4	-11	-5	.	.	-8	5.9
6	CSc1cccc(NC(=O)CN2C(=O)COc3ccc(S(=O)(=O)N4CCOCC4)cc32)c1	14	2	0	5	-5	-5	-15	-1.6
7	CCn1c(C)nc2cc(C(=O)NNC(=S)Nc3ccccc3Cl)ccc21	-28	0	23	31	3	0	-23	-0.3
8	S=c1[nH]nc(C2CCCCC2)n1Cc1ccccc1	34	-4	2	8	-2	22	9	0.7
9	CC(CN1CCOCC1)OC(=O)Cc1ccc(Cl)cc1 (stereo not given)	6	-1	-4	-8	-1	-9	-9	7.2
10	O=C(CN1C(=O)/C(=C\c2ccccc2F)SC1=S)Nc1nc2ccccc2s1	1	0	8	12	0	-2	-3	20
11	Nc1nonc1C(=O)NCCNCc1ccccc1OCc1ccc(F)cc1	7	2	-6	26	2	-5	12	0.7
12	O=C(COc1ccc(Cl)cc1)N(Cc1ccc(F)cc1)C1CCS(=O)(=O)C1 (stereo not given)	-26	2	-10	13	-5	-9	7	0.0
13	O=C(CSc1nc2ccc(NC(=O)C3CCCCC3)cc2s1)NCC1CCCO1 (stereo not given)	0	-1	0	7	2	-1	-2	0.3
14	Cc1ccc(NC(=O)COC(=O)c2cccnc2)c(C)c1	4	-8	-3	-4	-3	-5	-2	-1.5
15	N#CC(C(=O)C1CCCCC1)c1nc2ccccc2[nH]1 (stereo not given)	0	-4	2	29	-5	-4	-1	-0.2
16	O=C(NCCc1c[nH]c2ccccc12)/C(=C/c1cccnc1)NC(=O)c1ccccc1	-4	-2	4	4	-3	-7	-5	-0.3
17	CCN(C(=O)COc1ccc2ccc(=O)oc2c1)C1CCCCC1	1	1	4	0	-4	-8	-8	0.3
18	O=C(Cc1ccc(Br)cc1)Nc1ccccc1N1CCCC1	0	0	-6	21	-2	-10	6	0.3
19	CCOc1ccc(C(CCc2ccccc2)NC(=O)c2ccc(OC)c(OC)c2)cc1OCC (stereo not given)	2	0	13	6	2	-5	5	-2.1
20	c1ccc2[nH]c(CSc3nnc(-c4ccncc4)o3)nc2c1	2	2	4	-17	-3	-5	16	-1.2
21	C[C@H](CO)N1C[C@H](C)[C@@H](CN(C)S(C)(=O)=O)Oc2ccc(NC(=O)C3CCCCC3)cc2C1=O	-9	2	4	5	-5	-9	-4	-0.4
22	Cc1ccc(NC(=O)CN2C(=O)S/C(=C\c3cc(C)n(-c4ccc(C(=O)O)cc4)c3C)C2=O)cc1	31	-14	1	4	-1	-4	3	-1.8
23	O=C1NC(NS(=O)(=O)c2ccccc2)(C(F)(F)F)C(=O)N1Cc1ccccc1 (stereo not given)	-4	-1	-11	1	2	8	0	2.3
24	C/C=C/C(=O)OCC(=O)Nc1ccc(F)cc1Cl	0	2	2	-4	4	0	7	-1.3
25	COC(=O)c1ccc2c(=O)n(Cc3ccc(C(=O)NCCCN4CCC(C)CC4)cc3)c(=S)[nH]c2c1	5	0	-11	-2	4	-11	9	-1.0
26	CC1(C)Cc2nc(-c3ccccc3)nc(SCC(=O)N3CCCC3)c2CO1	8	-1	11	8	-4	-9	-4	1.0
27	Cc1cccc(CSc2nc3c(c(=O)[nH]2)CCC3)c1	-16	1	-6	13	-1	-10	-8	3.1
28	COC(C[C@@H]1O[C@@H]1[C@@H](O)COCc1ccccc1)OC	-6	-1	-9	-3	2	-4	4	-0.6
29	O=C(CC1OC(=O)c2ccccc21)Nc1cccc(S(=O)(=O)N2CCCCCC2)c1 (stereo not given)	4	-10	-7	12	2	-2	-10	0.6
30	CCC(C)c1ccc(O)c(NC(=O)c2cncc(Br)c2)c1 (stereo not given)	-9	-25	-6	-13	-5	4	2	77*

Single entries from the list.
Value for no. 2 under MPTP block: 0.9
Value for no. 25 under GRIN3A LBD mod: 0

Going on with the list.
entry	mol	Gli-Sufu antag	GRIN3A LBD mod	CXCR6 block	CCR6 antagonist	APOBEC3A inh	APOBEC3G inh	EBI2 antag	MPTP block
31	COc1cc(C=O)ccc1OCc1c(C)noc1C	1	3	0	5	3	-3	4	0.0
32	O=[N+]([O-])c1ccc(N2CCSCC2)cc1O	5	1	9	14	1	-3	-5	1.1
33	O=C(c1cccc(Cl)c1)N1CCCC(C(=O)N2CCCCCC2)C1 (stereo not given)	0	4	-4	5	-2	-11	-1	3.1
34	O=C(CSc1nnc(-c2cc3ccccc3cc2O)n1Cc1ccco1)N1CCc2ccccc2C1	4	0	4	11	4	-1	24	1.9
35	Cc1ccccc1-c1cc(-c2ccccc2O)on1	13	-7	-5	10	0	-7	1	3.2
36	CC(C)C(=O)N1N=C2CCCCC2C1(O)C(F)(F)F (stereo not given)	1	2	-2	8	0	-9	0	-1.6
37	Cc1noc(C)c1COc1ccccc1C(=O)NC(C)CCc1ccccc1 (stereo not given)	4	-2	-7	19	.	.	-7	-0.5
38	CCOC(=O)Cn1nc(/C=C/c2ccccc2)ccc1=O	4	0	7	-3	-3	-4	-20	-1.9
39	Cc1ccc(C(=O)C2CC2)c(C)c1	-1	-2	-4	9	.	.	-5	-2.6
40	O=C(NCCc1ccc(Cl)cc1)C1CCN(C(=O)N2CCOc3ccccc32)CC1	4	-1	12	1	-9	-8	9	-1.3
41	COc1cc2nc(N(CCCN(C)C)C(=O)c3ccc(S(=O)(=O)N4CCc5ccccc54)cc3)sc2cc1OC	36	-3	6	13	-1	-5	9	34
42	CCN(CC(=O)Nc1cccc(F)c1)Cc1nc2ccccc2c(=O)[nH]1	45	0	2	-2	6	-6	-3	0.1
43	CC(=O)N1CCN(c2ccc(NC(=O)c3ccc(Cl)c([N+](=O)[O-])c3)cc2)CC1	3	15*	-8	6	-3	-7	5	-0.5
44	CN=c1scc(-c2ccccc2F)n1/N=C/c1ccc[nH]1	86*	-8	-11	9	-4	-6	-9	2.5
45	COc1ccc(N2CC(C(=O)Nc3ccncc3)CC2=O)cc1 (stereo not given)	16	1	-5	-6	-3	-9	-3	0.7
46	C=C(C)c1cccc(C(C)(C)NC(=O)Nc2ccc(C(C)=O)cc2)c1	-5	-3	-6	16	-1	-3	0	82*
47	CCOc1ncccc1C(=O)Nc1ccc(S(=O)(=O)Nc2nccs2)cc1	-2	0	-4	-2	-9	-6	-7	1.3
48	CCOC(=O)c1cccc(NC(=O)CCCn2c(=O)c3cccn3c3cccnc32)c1	-5	2	-7	-1	1	6	-2	-0.6
49	COc1ccc(NC(=O)CN(C)CC(=O)NC2CCC(C)CC2)cc1 (stereo not given)	5	0	-9	5	2	-7	-2	-0.4
50	CCOc1ccc(/C=N/NC(=O)c2cc3c(OC)cccc3[nH]2)cc1	8	-2	0	-7	-2	-7	-9	1.0
51	O=C(c1ccc(OC2CCN(Cc3ccccn3)CC2)cc1)N1CCCCO1	-1	-3	3	2	3	-3	-6	1.2
52	C=CCN1C(=O)c2ccccc2Sc2ccc(C(=O)N3CCN(C)CC3)cc21	11	4	2	11	2	-1	2	3.7
53	CN(C)C(=O)c1ccc(-n2cccn2)nc1	4	-3	-5	4	-3	-5	-2	-0.6
54	O=C(CCN1CCN(c2ccccc2)CC1)NNC(=O)Cc1c(F)cccc1Cl	-3	1	14	27	-2	-1	12	0.0
55	CSc1ccccc1NC(=O)COc1ccccc1Cl	2	-1	2	2	-1	-2	13	-1.7
56	COCCN(CCOC)Cc1c(C)[nH]c2ccccc2c1=O	2	4	4	3	-1	-1	-8	-0.9
57	OCCOCCNc1ncnc2c1cnn2-c1ccc(Cl)cc1	-68	-1	-3	-4	-2	-3	-6	1.6
58	Cc1ccc(S(=O)(=O)N2CCN(C(=O)CCN3C(=O)c4ccccc4C3=O)CC2)cc1C	6	-2	-3	-13	8	-6	-11	-0.4
59	CN1CCN(c2nc3c(c(=O)[nH]c(=O)n3C)n2CCCSc2ncccn2)CC1	1	3	2	-2	-2	-6	-7	-0.4
60	C#C[C@]1(O)CC[C@H]2[C@@H]3CCc4cc(OC)ccc4[C@H]3CC[C@@]21C	-16	0	-2	1	-2	-4	-1	-1.4
61	Cc1cccc(OCC(=O)OCC(=O)Nc2ccc(Cl)cn2)c1	-1	-1	0	-2	-2	-5	-4	-1.3
62	CCOC(=O)C1CCN(C(=O)c2ccc(S(=O)(=O)Nc3ccccc3OC)cc2)CC1	20	3	-5	2	-3	-6	3	0.8
63	CC(=O)Nc1nnc(SCC(=O)c2ccc3c(c2)Cc2ccccc2-3)s1	-3	15*	-4	-5	-2	-2	-3	1.9
64	Cc1cc(Cl)nc(-n2nc(C)cc2C)n1	3	-5	-12	-1	-5	-9	4	0.0
65	O=c1[nH]c(CN2CCN(c3ccccc3O)CC2)nc2ccccc12	-8	-1	-7	-9	2	-2	-4	-4.3
66	O=C(O)c1cc(NS(=O)(=O)c2cccc3nsnc23)cc(C(=O)O)c1	7	-1	-3	-6	-2	-7	-18	-0.5
67	Cc1nnc(SCC(=O)Nc2ccccc2N2CCOCC2)s1	-3	-1	-9	5	0	0	-6	0.4
68	CCn1nc(C)c(NC(=O)/C=C/c2cnn(C)c2)c1C	2	1	1	-11	3	-2	-11	0.5
69	Cc1cc(C(=O)Nc2ccc(F)cc2F)on1	0	1	7	10	-2	-7	-8	-1.0
70	CCOc1ccc(S(=O)(=O)N2CCN=C2Cc2ccccc2)cc1C	-17	-3	-1	20	-3	-3	-4	-0.9
71	Fc1ccc(CSc2ncnc3nc[nH]c23)cc1	1	-2	4	-10	-3	-11	-1	-1.9
72	CC(C)c1ccc(O)c(NC(=S)NC(=O)CCc2ccccc2)c1	0	-3	-7	2	0	-3	3	-0.2
73	CC12CCC(=O)N1C(C(=O)Nc1nc3ccc(F)cc3s1)CS2 (stereo not given)	-3	1	4	1	-5	-5	0	-1.9
74	C=C(C)C1CC=C(C)/C(=N/NC(=O)COc2ccccc2C)C1 (stereo not given)	0	-1	-7	11	1	-2	13	-0.5
75	O=C(CCS(=O)(=O)c1ccccc1)Nc1nc2cc3c(cc2s1)OCO3	-18	1	2	8	-9	-5	-4	2.1
76	COc1cc(C(=O)Nc2ccc(Cl)c(C(F)(F)F)c2)cc(OC)c1OC	30	1	-13	9	-1	-7	-1	81*
77	COc1ccc(C2N(c3ccccc3)C(=S)N3CCCN23)cc1 (stereo not given)	8	-2	1	11	-2	-3	-3	0.2
78	O=C1CN(C(=O)CSc2nnc3ccccn23)c2ccccc2N1	-12	-1	-1	11	1	-5	-6	-0.8
79	O=C(Nc1ccc2c(c1)OCCO2)N1CCN(c2ccc(F)cc2)CC1	-2	-3	4	0	1	-2	13	0.6
80	O=[N+]([O-])c1ccc(N2CCN(c3ccc(O)cc3)CC2)cn1	24	0	-10	-8	2	47*	-4	0.1
81	Cc1oc2c(CN3CCC(C)CC3)c(O)ccc2c(=O)c1-c1ccccc1	25	-2	-3	-5	-3	-5	1	6.4
82	NS(=O)(=O)c1ccc(NC(=S)Nc2ccc(OCc3ccccc3)cc2)cc1	4	12*	0	10	0	-3	-7	2.1
